LEDGF integ inh – blocks HIV-1 LEDGF/p75-dependent DNA integration; TR-FRET IN-LEDGF/p75 DNA integration, Eu/Cy5; inhibition, % at 3.7 µM; hit rate 0.64% among 370,000;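 active = inhibition above the screen-wide mean plus 3 SD, cut at about 13% in these data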;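 note: signal is the Cy5 over europium emission ratio at 671 and 618 nm; 0% = plate median of compound wells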
NR1D1 modulator – Rev-erb alpha (human) modulation; P20393; Rev-erbα–FITC-DNA binding, fluorescence polarization, 90 min; activity, % at 10 µM; hit rate 0.79% among 370,000;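 active = activity above about 14%, limit read from the data; passing the limit was not always enough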;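 note: 0% = DMSO wells with 35 nM protein and 100% = DMSO wells with 750 nM protein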
mABHD4 FP – ABHD4 (mouse) inhibition, primary FP screen | hit rate 0.54% among 370,000 | AID 720543 | inhibition, % at 8.92 µM | purified mABHD4, FP-Rh probe fluorescence polarization;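 active = inhibition exceeding the mean over every tested compound plus 3 SD, cut at about 30% in these data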;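 note: 0% = plate median of compound wells and 100% = S159A mutant with DMSO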
Target sequence (Q8VD66 whole entry, looked up): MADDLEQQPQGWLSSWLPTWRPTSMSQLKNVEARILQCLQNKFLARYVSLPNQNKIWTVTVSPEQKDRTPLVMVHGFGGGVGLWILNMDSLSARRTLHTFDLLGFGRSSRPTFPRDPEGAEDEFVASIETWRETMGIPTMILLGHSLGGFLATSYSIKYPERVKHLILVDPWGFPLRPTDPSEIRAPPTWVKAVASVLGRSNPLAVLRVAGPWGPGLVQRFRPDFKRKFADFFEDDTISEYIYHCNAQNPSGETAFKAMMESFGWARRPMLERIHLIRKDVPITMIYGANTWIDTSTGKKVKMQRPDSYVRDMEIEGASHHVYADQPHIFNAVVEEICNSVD
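Material: mouse ABHD4 enzyme, wild type; Benchmarks: S159A mutant high control, sample median low control; Buffer or medium: HEPES pH 7.0, NaCl, Pluronic buffer; Signal: fluorescence polarization; Read-out: percent inhibition of probe binding, normalized to plate controls; Timing: pre-incubation 45 min, probe exposure 60 min, at 25 °C; Dosing: 8.92 µM, single dose.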
HTRA1 inh – inhibitors of human serine peptidase HTRA1. AID 504803. hit rate 0.5% among 340,000. inhibition, % at 5.96 µM. recombinant HTRA1, FP-rhodamine activity-based probe, fluorescence polarization; in the data active = inhibition above about 36%;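 note: 0% = enzyme with DMSO and 100% = wells lacking enzyme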
Target sequence (Q92743 whole entry, looked up): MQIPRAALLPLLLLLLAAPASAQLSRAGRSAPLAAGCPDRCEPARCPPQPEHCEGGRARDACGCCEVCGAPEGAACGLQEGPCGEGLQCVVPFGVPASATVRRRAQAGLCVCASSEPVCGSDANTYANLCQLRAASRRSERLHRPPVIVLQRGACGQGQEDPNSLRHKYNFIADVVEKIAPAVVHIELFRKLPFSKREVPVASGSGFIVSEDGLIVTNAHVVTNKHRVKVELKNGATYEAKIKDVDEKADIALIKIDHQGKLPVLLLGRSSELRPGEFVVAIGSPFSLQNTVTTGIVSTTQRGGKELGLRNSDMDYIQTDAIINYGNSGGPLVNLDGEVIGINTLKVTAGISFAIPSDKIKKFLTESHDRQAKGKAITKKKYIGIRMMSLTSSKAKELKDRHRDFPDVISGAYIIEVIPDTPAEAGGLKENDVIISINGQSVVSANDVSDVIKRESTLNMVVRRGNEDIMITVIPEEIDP
rCAG binder – r(CAG) repeat RNA binding | TO-PRO-1 dye displacement fluorescence | inhibition, % at 3 µM | hit rate 1.3% among 370,000 | AID 651821;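 active = inhibition above the plate cutoff, the mean of all test compounds on that plate plus 3 SD, cut at about 35% in these data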;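 note: 0% = DMSO alone and 100% = 100 µM mitoxantrone as full dye displacement; higher means more dye released from RNA so lower well fluorescence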
TCR-CD3 inh – inhibitors of human TCR-CD3 interaction | inhibition, % at 9.4 µM | TAMRA-labeled TCR probe fluorescence, biochemical | hit rate 0.37% among 360,000; in the data active = inhibition above about 19%;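 note: recombinant mutant TCR 2C K166C tagged with TAMRA read by polarization; 0% = receptor in buffer alone and 100% = receptor with positive control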
TDP2 inh – TDP2 (human) inhibition, absorbance primary screen. O95551. recombinant TDP2, T5PNP hydrolysis, p-nitrophenol absorbance 415 nm. inhibition, % at 12.8 µM. hit rate 0.34% among 370,000;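 active = inhibition above the mean of all tested compounds plus 3 SD, set per campaign, cut at about 25% in these data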;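 note: 0% = DMSO with enzyme and 100% = buffer with substrate but no TDP2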
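Test system: Human TDP2 enzyme | Reagent: 5 mM T5PNP | Compound dosing: 12.8 µM single point, 1% DMSO | Incubation: Enzyme reaction with compound for 2 h at 37 °C | Technique: p-Nitrophenol epi absorbance | Read-out: % inhibition relative to enzyme-containing and enzyme-free wells | Benchmarks: High control without enzyme, low control DMSO plus TDP2 | Replicates: Singlicate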
PRMT1 FP inh – blocks human protein arginine methyltransferase 1 | recombinant PRMT1, activity-based probe fluorescence polarization | inhibition, % at 2.79 µM | hit rate 1.3% among 370,000;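 active = inhibition above about 21% made by adding two undisclosed values, limit read from the data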
SIAE inh – human SIAE inhibition, primary screen; SIAE FP-Rh probe binding, fluorescence polarization; AID 1053197; hit rate 0.69% among 370,000; inhibition, % at 9.66 µM;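 active = inhibition above a cutoff: mean of compounds within the control limits plus 3 SD of those, cut at about 17% in these data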;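 note: 0% = plate median of compound wells and 100% = probe without SIAE protein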
PG9 binder – PG9 antibody binding by small molecule; hit rate 0.43% among 360,000; inhibition, % at 6.7 µM; AID 624416; TR-FRET gp120-PG9 antibody binding; in the data active = inhibition above about 8.5%
The depositor's hits bear a star; . = no result given. Only part of the results is shown (hit frequency here may not be typical).

[1] COc1ccc(-c2cc(C(F)(F)F)n3nc(C(=O)N(C)Cc4ccccc4)cc3n2)cc1OC
[2] COc1c2occc2c(OC)c2c(=O)cc(C(F)(F)C(F)(F)F)oc12
[3] Cc1ccc(C(=O)Nc2ccccc2N2CCN(C(=O)C(C)C)CC2)cc1
[4] O=C(C1CCCO1)N(c1ccc(F)cc1)C1C=CS(=O)(=O)C1 (configuration not stated)
[5] Nc1[nH]c(C(=O)c2ccc(Cl)cc2)c(-c2ccc(Br)cc2)c1C(=O)c1c[nH]c2ccc(F)cc12

Compound	1	2	3	4	5
LEDGF integ inh	0	0	1	-3	-1
NR1D1 modulator	3	-1	5	3	-5
mABHD4 FP	0	0	-5	0	-10
HTRA1 inh	-8	1	8	1	.
rCAG binder	-1	-2	-6	-2	14
TCR-CD3 inh	-8	4	3	-8	-2
TDP2 inh	-1	1	1	0	5
PRMT1 FP inh	6	3	-4	4	3
SIAE inh	3	5	0	-1	-9
PG9 binder	0.8	0.2	1.7	-1.0	0.7

[6] COc1ccc([C@H]2N[C@]3(CCCN(Cc4ccccc4)C3=O)[C@H]3C(=O)N(C)C(=O)[C@@H]23)cc1
[7] COCCn1c(=N)c(S(=O)(=O)c2ccc(F)cc2)cc2c(=O)n3cccc(C)c3nc21
[8] CCOc1ncccc1C(=O)OCC(=O)c1ccc(OC)c(OC)c1
[9] CC(=O)c1ccc(-c2ccc(C(=O)Nc3nc(-c4ccccn4)cs3)o2)cc1
[10] CC(OC(=O)C1CCN(c2ccc(C(F)(F)F)cn2)CC1)C(=O)Nc1ccc(S(N)(=O)=O)cc1 (configuration not stated)

Compound	6	7	8	9	10
LEDGF integ inh	-2	2	-1	-1	0
NR1D1 modulator	0	2	1	-5	-3
mABHD4 FP	7	10	2	-19	-20
HTRA1 inh	9	-2	-4	18	-17
rCAG binder	1	1	-7	16	-28
TCR-CD3 inh	-3	5	-2	3	-2
TDP2 inh	3	0	5	-8	4
PRMT1 FP inh	3	0	6	6	5
SIAE inh	6	0	-4	-9	-5
PG9 binder	-0.7	1.4	1.3	-2.7	-0.2

[11] O=C1C2CCCCN2C(=O)N1CCN1CCN(c2ccc([N+](=O)[O-])cc2)CC1 (configuration not stated)
[12] Nc1ccccc1SCc1cn2cccnc2n1
[13] COc1cc2c(cc1OC)-c1nnc(C)n1C1(CCCC1)C2
[14] COc1ccc(Cn2c(O)c(C=Nc3ccccc3)c3ccccc3c2=O)cc1
[15] Cc1ccc(S(=O)(=O)N2CCN(C(=O)c3ccccc3OCc3c(C)noc3C)CC2)cc1C

Compound	11	12	13	14	15
LEDGF integ inh	0	3	-8	0	-2
NR1D1 modulator	11	4	-3	-4	-1
mABHD4 FP	1	-1	2	2	4
HTRA1 inh	-2	2	1	6	5
rCAG binder	-1	3	1	3	-4
TCR-CD3 inh	3	-2	-8	5	-5
TDP2 inh	-6	1	9	1	4
PRMT1 FP inh	-1	10	4	3	2
SIAE inh	16	1	-2	-7	4
PG9 binder	0.8	2.2	2.2	-0.7	-1.7

Next records follow.
The line under a structure holds: LEDGF integ inh, NR1D1 modulator, mABHD4 FP, HTRA1 inh, rCAG binder, TCR-CD3 inh, TDP2 inh, PRMT1 FP inh, SIAE inh, PG9 binder
16. COCCNC(=O)CSc1nc2nn(-c3ccccc3)c(=O)c-2c2n1CCCCC2
→ -7, 1, 5, 2, 2, -6, 1, 3, -4, -1.0
17. CC(=O)Nc1ccc2c(c1)NC(=O)CC2
→ 6, 4, -1, 9, 3, 1, -13, -3, -8, -1.6
18. CC(=O)N1CCN(C(=O)c2ccc(Cl)c(S(=O)(=O)N3CCCCCC3)c2)CC1
→ -2, -2, 2, 0, 3, 5, -14, 1, -1, 0.7
19. O=C(NCc1ccco1)C1CC(c2ccccc2C(F)(F)F)=NO1 (configuration not stated)
→ 2, 1, 3, -3, 5, 0, 9, 1, 2, 0.4
20. COc1ccc(OC)c(Nc2nc(NCCO)c3ccccc3n2)c1
→ 1, 0, 3, 10, 6, 2, -4, 1, 5, -4.2
21. Cc1ccc(C(C)(C)C)cc1S(=O)(=O)Nc1ncnc2sccc12
→ -3, 4, 4, -6, 21, -3, 5, 8, -2, -0.1
22. CC(=O)c1ccccc1OC(=O)c1ccco1
→ 7, 1, 0, 0, 5, 2, -3, 1, 16, -1.2
23. CSCCNC(=O)C1(C)CCN1C(=O)c1cc(C)n(C)n1 (configuration not stated)
→ -1, 2, 5, ., 1, 4, -4, -3, 0, 1.7
24. COc1ccc(NC(=O)CC2Oc3ccccc3NC2=O)cc1 (configuration not stated)
→ 5, -10, -6, -4, 3, 5, 4, -3, 1, -0.6
25. CCc1cc2c(nc1CC)CCCN2S(=O)(=O)c1ccc(C#N)cc1
→ -2, -1, 2, ., 2, -1, -8, 59*, 7, -2.7
26. O=C(NCCc1cccs1)c1ccc(CS(=O)Cc2ccc(Cl)cc2)o1 (configuration not stated)
→ -1, 3, -5, -6, -4, -8, -3, 4, 3, -0.6
27. COC(=O)C[C@H]1c2cc(C(F)(F)F)ccc2S(=O)(=O)N1C1CCCCC1
→ 0, 3, -1, -3, -5, 1, 6, 0, 2, -1.4
28. Cc1ccc(NC(=O)NCC2CCN(Cc3cccc(Cl)c3)CC2)cc1Cl
→ -6, -5, 6, -13, 7, -8, -9, 7, -2, -0.1
29. COc1ccc(N2C(=O)CC(N3CCN(C(=O)c4ccco4)CC3)C2=O)cc1 (configuration not stated)
→ -5, 2, -5, 2, -5, -8, -5, 1, -2, 1.6
30. CC(Oc1ccc(F)cc1)C(=O)Nc1cc(S(=O)(=O)N2CCOCC2)ccc1N1CCCC1 (configuration not stated)
→ 2, 8, 0, 3, -4, 7, 3, -3, -1, -2.1
31. O=C(Cc1cccc2ccccc12)NNC(=O)c1ccc(Br)o1
→ 4, 2, 0, -5, 5, -4, 7, -1, 1, 2.0
32. COc1cc(/C=C2\CCCc3c2nc2ccccc2c3C(=O)O)cc([N+](=O)[O-])c1O
→ -3, 1, 29, 6, 6, -2, 13, 5, 0, -18
33. CCCCN(C(=O)C1CC(=O)N(Cc2ccc(C)cc2)C1)c1c(N)n(CCCC)c(=O)[nH]c1=O (configuration not stated)
→ -1, -2, -1, -3, -3, 7, 2, -5, 9, -0.2
34. CCN(CCO)C(=O)c1ccc2oc(Cc3ccc(Cl)cc3)nc2c1
→ 1, -1, -2, 1, -7, -8, -8, -1, 4, -0.5
35. O=C(CSc1cccc[n+]1[O-])Nc1cc([N+](=O)[O-])ccc1Cl
→ -2, -8, 0, -1, -1, 4, 4, 1, -9, 0.0

New compounds follow.
The line under a structure holds: LEDGF integ inh, NR1D1 modulator, mABHD4 FP, HTRA1 inh, rCAG binder, TCR-CD3 inh, TDP2 inh, PRMT1 FP inh, SIAE inh, PG9 binder
36. O=C(NC1CCCCN(Cc2cccc(C(F)(F)F)c2)C1=O)C1C2CC3CC(C2)CC1C3 (configuration not stated)
→ 0, 17, 3, ., 2, ., -4, 2, 2, .
37. O=[N+]([O-])c1cc([N+](=O)[O-])c2n[nH]c(-c3ccccc3)c2c1
→ 0, 3, 0, ., -1, -1, -7, -2, 0, -0.6
38. Nn1c(SC/C=C/c2ccccc2)nnc1-c1ccco1
→ -1, 5, -2, -3, 0, -2, 5, 3, 0, -3.1
39. CCOC(=O)Cc1csc(NC(=O)CSc2ncnc3c2cnn3-c2ccccc2Cl)n1
→ -2, -1, -13, -4, 1, 10, -4, 1, -5, -0.1
40. COC(=O)c1cccc(Cn2nnc3ccccc3c2=O)c1
→ -2, 7, 4, -4, -6, 5, -3, -2, -6, -1.9
41. CCOC(=O)c1c(C)[nH]c(C)c1C(=O)COC(=O)CCc1ccccc1
→ 1, 7, -7, 1, 1, -4, 2, 5, 7, -0.1
42. O=C(C[n+]1cc(-c2ccccc2)n2c1CCCCC2)c1ccc(Cl)cc1
→ -3, -3, 7, 5, 6, 0, 6, 0, -3, -2.0
43. COc1ccccc1NC(=O)c1ccc(CN(c2cc(Cl)ccc2C)S(=O)(=O)c2ccccc2)cc1
→ 0, 4, -2, 3, 3, 5, 0, 3, -1, -0.4
44. NS(=O)(=O)c1ccc(CCNC(=O)CN2C(=O)c3ccccc3S2(=O)=O)cc1
→ 4, 3, -4, 3, -1, 7, 5, -2, -7, 0.2

Filtered by structure, the entries above containing a Cl atom (nine)
The line under a structure holds: LEDGF integ inh, NR1D1 modulator, mABHD4 FP, HTRA1 inh, rCAG binder, TCR-CD3 inh, TDP2 inh, PRMT1 FP inh, SIAE inh, PG9 binder
5. Nc1[nH]c(C(=O)c2ccc(Cl)cc2)c(-c2ccc(Br)cc2)c1C(=O)c1c[nH]c2ccc(F)cc12
→ -1, -5, -10, ., 14, -2, 5, 3, -9, 0.7
18. CC(=O)N1CCN(C(=O)c2ccc(Cl)c(S(=O)(=O)N3CCCCCC3)c2)CC1
→ -2, -2, 2, 0, 3, 5, -14, 1, -1, 0.7
26. O=C(NCCc1cccs1)c1ccc(CS(=O)Cc2ccc(Cl)cc2)o1 (configuration not stated)
→ -1, 3, -5, -6, -4, -8, -3, 4, 3, -0.6
28. Cc1ccc(NC(=O)NCC2CCN(Cc3cccc(Cl)c3)CC2)cc1Cl
→ -6, -5, 6, -13, 7, -8, -9, 7, -2, -0.1
34. CCN(CCO)C(=O)c1ccc2oc(Cc3ccc(Cl)cc3)nc2c1
→ 1, -1, -2, 1, -7, -8, -8, -1, 4, -0.5
35. O=C(CSc1cccc[n+]1[O-])Nc1cc([N+](=O)[O-])ccc1Cl
→ -2, -8, 0, -1, -1, 4, 4, 1, -9, 0.0
39. CCOC(=O)Cc1csc(NC(=O)CSc2ncnc3c2cnn3-c2ccccc2Cl)n1
→ -2, -1, -13, -4, 1, 10, -4, 1, -5, -0.1
42. O=C(C[n+]1cc(-c2ccccc2)n2c1CCCCC2)c1ccc(Cl)cc1
→ -3, -3, 7, 5, 6, 0, 6, 0, -3, -2.0
43. COc1ccccc1NC(=O)c1ccc(CN(c2cc(Cl)ccc2C)S(=O)(=O)c2ccccc2)cc1
→ 0, 4, -2, 3, 3, 5, 0, 3, -1, -0.4

Screening data as filed in PubChem.
